# JMJD2A Tudor: qHTS Assay for Inhibitors of JMJD2A-Tudor Domain | AlphaScreen JMJD2A-Tudor / H3K4me3 peptide binding | 390,000 tested, 4.4% active | Potency, µM (titrated, usually from 114 µM), for the others: at the top dose activity change, negative = inhibition, most hits filed as inhibitors; further: on the % scale 0 is the no-effect control and ±100 the full control effect; nearly all actives have a fitted effect of over 50% in size
# BAZ2B inh: qHTS Assay for Inhibitors of BAZ2B; 360,000 tested, 4.4% active; AlphaScreen BAZ2B-H3K14Ac peptide displacement; Bromodomain adjacent to zinc finger domain protein 2B (Homo sapiens), Q9UIF8; Potency, µM (series often up to 114 µM), for inactives: at the highest dose activity change, negative = inhibition, most hits filed as inhibitors; further: on the % scale 0 is the no-effect control and ±100 the full control effect; nearly all actives have a fitted effect of over 60% in size
#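 AlphaScreen displacement: compounds (up to 110uM) incubated 30 min at room temperature with a preformed 50 nM BAZ2B/50 nM biotinylated H3K14Ac peptide complex in PBS pH 7.4 with Tween-20. Donor and acceptor beads at 10 ug/mL final added, 20 min light-protected before reading.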
# PGK inhibitor: qHTS Assay to Find Inhibitors of Phosphoglycerate Kinase; PGK/GAPDH coupled, Kinase-Glo luminescence, 60 min; 380,000 tested, 0.043% active; AID 602233, 2012; Potency, µM (titrated, usually from 57.5 µM), for inactives: at the highest dose activity change, negative = inhibition, actives largely listed as inhibitors; Phosphoglycerate kinase, glycosomal (Trypanosoma brucei brucei), P07378; further: on the % scale 0 is the no-effect control and ±100 the full control effect; nearly all actives have a fitted effect of over 60% in size
# Target sequence (P07378 whole entry, looked up): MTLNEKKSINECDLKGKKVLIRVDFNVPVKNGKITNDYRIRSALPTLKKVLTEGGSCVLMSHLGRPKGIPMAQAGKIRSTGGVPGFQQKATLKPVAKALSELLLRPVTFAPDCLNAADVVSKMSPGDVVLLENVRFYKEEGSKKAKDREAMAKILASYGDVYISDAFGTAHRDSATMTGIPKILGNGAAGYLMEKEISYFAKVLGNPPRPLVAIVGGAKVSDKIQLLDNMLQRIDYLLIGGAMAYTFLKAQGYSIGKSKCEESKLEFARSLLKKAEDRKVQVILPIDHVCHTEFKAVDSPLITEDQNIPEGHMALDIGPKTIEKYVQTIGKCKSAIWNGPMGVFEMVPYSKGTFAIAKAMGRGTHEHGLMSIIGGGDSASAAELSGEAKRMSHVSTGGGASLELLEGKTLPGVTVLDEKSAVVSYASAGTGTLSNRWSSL
#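 Luminescent ATP detection (Kinase-Glo Plus) follows a 60-minute room-temperature incubation, with wells lacking PGK as controls. Buffer: 100 mM TEA (pH 7.6), 5 mM MgCl2, 0.01% Tween-20. Coupling enzyme GAPDH (100 nM final) supplies unstable 1,3-BPG in-well.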
# Pin1 inhibitor: qHTS Assay to Find Inhibitors of Pin1; Peptidyl-prolyl cis-trans isomerase NIMA-interacting 1 (Homo sapiens), Q13526; Pin1 FP peptide displacement, HiFluor488, 10 min; Potency, µM (doses to about 115 µM), for the others: top-dose activity, negative = inhibition, actives largely listed as inhibitors; 390,000 tested, 0.009% active; active means well fitted inhibition curve with a large enough effect in the polarisation, with a control signal flat, not every such curve was filed as active; inconclusive means small, poorly fitted or top-dose-only effect, or effect the other way, or a change in a side signal; inactive means no such curve, though single readings can be large or run the other way; the % refers to the polarisation; further: on the % scale 0 is the no-effect control and ±100 the full control effect
# Target sequence (Q13526 whole entry, looked up): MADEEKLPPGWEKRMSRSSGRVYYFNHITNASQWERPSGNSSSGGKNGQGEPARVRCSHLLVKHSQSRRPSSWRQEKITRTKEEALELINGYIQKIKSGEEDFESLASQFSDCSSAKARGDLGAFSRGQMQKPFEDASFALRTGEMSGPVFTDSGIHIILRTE
# Pol iota inh: qHTS for Inhibitors of Polymerase Iota | AID 588590, 2011 | Pol iota fluorescent replication assay, 10 min | Potency, µM (series often up to 115 µM), for inactives: at the highest dose activity, negative = inhibition, most hits filed as inhibitors | DNA polymerase iota (Homo sapiens), Q9UNA4 | 390,000 tested, 1% active
#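 Pol iota at 10 nM preincubated 15 min with compounds at room temperature; reaction started with fluorescent substrate, 50 nM final. Fluorescence read kinetically at 0 and 10 min; buffer-only wells as negative control.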
# G9a block: qHTS Assay for Inhibitors of Histone Lysine Methyltransferase G9a; Histone-lysine N-methyltransferase EHMT2 (Homo sapiens), Q96KQ7; G9a H3K9 monomethylation, AlphaScreen, 2 h; Potency, µM (doses to about 102 µM), inactives show at the highest dose activity, negative = inhibition, hits mostly inhibitors; 350,000 tested, 8.8% active; AID 504332, 2011; further: on the % scale 0 is the no-effect control and ±100 the full control effect; nearly all actives have a fitted effect of over 75% in size
# Target sequence (Q96KQ7 913-1193 limits assumed): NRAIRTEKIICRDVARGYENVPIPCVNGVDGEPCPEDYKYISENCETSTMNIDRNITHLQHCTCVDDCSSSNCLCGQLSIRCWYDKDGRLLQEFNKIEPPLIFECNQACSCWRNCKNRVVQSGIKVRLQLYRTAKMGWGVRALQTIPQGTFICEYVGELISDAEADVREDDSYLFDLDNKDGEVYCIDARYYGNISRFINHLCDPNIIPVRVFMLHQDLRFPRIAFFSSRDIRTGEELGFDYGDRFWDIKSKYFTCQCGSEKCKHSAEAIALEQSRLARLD
#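 Readings reflect AlphaScreen signal from monomethyl-H3K9 antibody detection. HMT at 20 nM; substrate b-H3K9 500 nM; cofactor SAM 20 uM; 2 h RT reaction; compounds tested as titrations in qHTS with 15 min preincubation.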
# BLM helicase inh: qHTS Assay for Inhibitors of Bloom's syndrome helicase (BLM). recombinant BLM DNA unwinding, fluorescence dequenching. AID 2528, 2010. RecQ-like DNA helicase BLM (Homo sapiens), P54132. 350,000 tested, 0.2% active. Potency, µM (titrated, usually from 56.1 µM), for inactives: top-dose activity change, negative = inhibition, hits mostly inhibitors;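 further: plate controls were vehicle for no effect and no enzyme for full effect; nearly all actives have a fitted effect of over 35% in size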
# HP1b chromo inh: HTS for Inhibitors of HP1-beta Chromodomain Interactions with Methylated Histone Tails. AlphaScreen HP1-beta / biotin-H3K9me3 peptide binding. Potency, µM (highest dose often 114 µM), for the others: at the highest dose activity change, negative = inhibition, actives largely listed as inhibitors. 390,000 tested, 0.56% active; further: nearly all actives have a fitted effect of over 70% in size; inactives centre near 23
# Target sequence (P83916 whole entry, looked up): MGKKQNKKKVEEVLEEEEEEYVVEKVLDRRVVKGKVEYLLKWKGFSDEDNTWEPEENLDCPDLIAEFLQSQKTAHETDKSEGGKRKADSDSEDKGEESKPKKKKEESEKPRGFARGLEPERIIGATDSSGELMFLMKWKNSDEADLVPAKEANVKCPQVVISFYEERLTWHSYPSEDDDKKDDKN
#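 AlphaScreen: HP1-beta (50 nM) preformed 30 min with biotin-H3(1-18)K9me3 peptide (50 nM) in PBS pH 7.4, 0.01% Tween-20. Compound added for 30 min at RT, then streptavidin donor/nickel chelate acceptor beads (10 ug/mL) for 30 min.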
# GLS inhibitor: qHTS for Inhibitors of Glutaminase (GLS); 410,000 tested, 0.21% active; AID 624170, 2012; Potency, µM (titrated, usually from 45.5 µM), for the others: at the top dose activity change, negative = inhibition, usual class: inhibitors; Glutaminase kidney isoform, mitochondrial (Homo sapiens), O94925; GLS enzymatic activity, qHTS titration; further: on the % scale 0 is the no-effect control and ±100 the full control effect
#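 Human kidney-isoform GLS in 45 mM KH2PO4 pH 8.2, 0.02% Tween-20, with compound, started with 1mM L-Glutamine (added stock). Glutamate oxidase/HRP/Amplex red coupled fluorescence read at start and after 30 min at RT.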
# An asterisk follows results filed as active; i = inactive; u = inconclusive; x = not tested or not shown; [ ] = another dose, or the depositor's remark. Unless noted, the call rests on the fitted dose curve; in most records, active means well fitted curve in the direction sought with a large enough effect; inconclusive means small, poorly fitted or top-dose-only effect, or another doubt; inactive means no such curve, though single readings can be large; an effect the other way counts as inactive or inconclusive. Potency means the concentration at half of the fitted maximal effect. Some of the compounds tested. The share of hits here may be higher or lower than overall.
SMILES,JMJD2A Tudor,BAZ2B inh,PGK inhibitor,Pin1 inhibitor,Pol iota inh,G9a block,BLM helicase inh,HP1b chromo inh,GLS inhibitor
Nc1n[nH]c(S(=O)(=O)CCCc2ccccc2)n1,-14%[11.4 µM],-4%,7%,-2%,6%,50µM*,0%,67%[activator],0%
CCC(OC(=O)c1nsc(Cl)c1Cl)C(=O)NCc1ccco1 (configuration not stated),-9%[57.1 µM],-32%,-4%,-7%,16%,-32%[2.33 µM],-4%,54%[activator],-2%
O=c1nc(-c2ccccc2)cc(-c2ccccc2)[nH]1,-2%,-1%,-12%,-5%,-2%,9%[59 µM],-5%,53%[activator],2%
COc1ccc(C(=O)COc2ccc(F)cc2)c(O)c1,10%,-4%,i,-5%,55%[activator],27%[12.7 µM],-6%,51%[activator],0%
Cc1ccc(CC(=O)Nc2cccc([N+](=O)[O-])c2)cc1,-17%,u,x,6%,14%,-30%,-5%,57%[activator],-2%
Cc1ccc2oc(-c3cccc(NC(=O)C4CCCO4)c3)nc2c1 (configuration not stated),-12%,1%,-4%[11.5 µM],6%,-3%,9%[59 µM],3%,19%,6%
COc1ccc(C(=O)NCC(c2cccnc2)N2CCN(c3ccccc3OC)CC2)cc1 (configuration not stated),-27%,-20%,-7%,1%,14%,u,-13%,5%,-5%
O=C1NC(=Nc2ccccc2)c2ccc([N+](=O)[O-])cc21,1%,8%,-7%,2%,1%,-6%[59 µM],1%,7%,13%
COc1ccc(/C=C(/NC(=O)c2ccccc2)C(=O)N/N=C/c2ccncc2)c(OC)c1,-15%,-25%,-2%,2%,112%[activator],14%[59 µM],-5%,10%,5%
NC(=O)Cn1nnc(-c2ccc(NC(=O)c3ccc(F)cc3)cc2)n1,-8%,-14%,5%,7%,-2%,6%,-4%,26%,0%
CC1Cc2cc(S(=O)(=O)CCC(=O)Nc3ccc(F)c(Cl)c3)ccc2N1C(=O)C1CC1 (configuration not stated),-3%,-6%,9%,1%,9%,-8%[59 µM],-3%,42%[activator],1%
O=C(Nc1cnn(Cc2ccccc2)c1)c1cc2nc(-c3ccco3)cc(C(F)(F)F)n2n1,7%,10%,1%,6%,-9%,4%,-4%,39%,-5%
Cc1cc(C)c(S(=O)(=O)N2CCN(C(=O)c3ccc4c(c3)OCO4)CC2)c(C)c1,-3%,-2%,3%,2%,207%[activator],14%[59 µM],-2%,27%,-15%
COc1ccc(-n2c(=O)c3sc4ccccc4c3n(C)c2=O)cc1,-15%,-2%,i,-25%,32%,u,-4%,29%,0%
Cc1nc2ccn(Cc3cccnc3)c(=O)c2cc1C(=O)NCc1ccc(Cl)cc1,-17%,-10%,-6%,-6%,5%,10%[59 µM],1%,26%,0%
COc1ccc(OC)c(N2C(=O)C(Cl)=C(N3CCCCC3)C2=O)c1,-16%,x,1%,3%,-6%,u,-3%,25%,u
CC(=O)c1cccc(CN2CCC(CO)(CCOc3ccccc3)CC2)c1,-18%,-25%,-9%,-6%,13%,9%,-6%,32%,-1%
COc1ccc(CNC(=O)CN(Cc2ccc(Cl)cc2)S(C)(=O)=O)cc1,-6%[57.1 µM],3%,7%,0%,9%,2%[59 µM],4%,36%,0%
CCc1c(C)sc(NC(=O)c2ccccc2[N+](=O)[O-])c1C(N)=O,-6%,-6%,-1%,u,-10%,45µM*,0%,15%,1%
Cc1nn(-c2ccccc2)c(C)c1/C=N/NC(=O)c1cccs1,-14%,6%,17%,-2%,10%,17%[59 µM],1%,32%,13%
COc1ccc(NCc2nc3ccccc3n2CCOc2ccccc2C)cc1,20µM*,13µM*,-24%,4%,-9%,u,-7%,u,8%
COc1ccc(C)cc1NC(=O)CSc1ncc2c(n1)-c1ccc(Cl)cc1N(Cc1ccccc1)S2(=O)=O,-33%,50µM*,-7%,u,-1%,-31%[59 µM],-4%,-21%,1%
COc1ccc(CNC(=O)C2CC(c3cc(C(F)(F)F)cc(C(F)(F)F)c3)=NO2)cc1 (configuration not stated),-6%,5%,6%,u,38%[activator],34%[59 µM],-1%,33%,-5%
COc1ccccc1NC(=O)C(=O)Nc1ccc2c(c1)N(C(=O)C1CC1)CCC2,-22%,-1%,-2%,0%,13%,-18%[2.33 µM],x,2%,7%
O=C(NCC(c1ccco1)N1CCN(c2ccccc2F)CC1)c1ccc2c(c1)OCO2 (configuration not stated),-32%,-12%,-4%,2%,17%,u,x,6%,-1%
O=C(CSc1nccn1Cc1ccc2c(c1)OCO2)Nc1ccccc1F,-31%,u,i,-1%,35%[activator],-47%[59 µM],0%,11%[57 µM],-1%
CC(C)(C)C(=O)Nc1nnc(CSCc2ccccc2F)s1,-6%,-17%,-9%,-1%,8%,5%,1%,21%,-4%
COc1ccc(/C(N)=N/OC(=O)Cc2cccs2)cc1OC,9%,19%,-1%,-3%,6%,10%[59 µM],-14%,44%,-9%
COc1ccccc1NS(=O)(=O)c1ccc(/C=C/C(=O)O)cc1,6%,x,-9%,-19%,-1%,6%,0%,37%,1%
Cc1ccc(C2(C(F)(F)F)NC(=O)N3CCN=C3S2)cc1 (configuration not stated),5%,-3%,i,0%,-2%,u,-3%,36%,2%
Cc1cc(Br)cnc1NC(=S)Nc1ccc(F)cc1F,-14%,-17%,i,8%,26%,-46%,-4%,20%,-18%
Cc1nn(C)c(C)c1/C=N/NC(=O)C(C)(C)Oc1ccc(Cl)cc1,-15%,5%,-6%,7%,17%,50%[12.7 µM],1%,11%,4%
O=C(/C=C/c1ccccc1)Nc1nc(-c2ccncc2)cs1,-12%,-17%,i,2%,60%[activator],1%,-10%,12%,9%
CCOC(=O)Nc1ccc2c(c1)N(C(=O)CN1CCN(C)CC1)c1ccccc1CC2,-11%,-33%,0%,0%,1%,5%[0.501 µM],0%,37%,1%
CC(C)NC(=O)NNC(=O)Cn1nnc(-c2cccc(Cl)c2Cl)n1,-1%,0%,5%,-1%,22%,1%,0%,16%,12%
Cc1cc(C)nc(NC(=O)NS(=O)(=O)Nc2ccc(Br)cn2)n1,-22%,-26%,10%,u,10%,u,1%,25%,7%
Nn1c(SCC(=O)N2CCCc3ccccc32)nncc1=O,-13%,-15%,-5%,-2%,32%[activator],5%,-5%,u,3%
CN1CCN(C(=O)c2ccc3c(c2)N(Cc2c(F)cccc2Cl)C(=O)c2ccccc2S3)CC1,-26%,x,1%,-6%,16%,u,-4%,4%,-9%
CCN(CC)c1ccc(NC(=O)COC(=O)C2CCN(c3ccc(C(F)(F)F)cn3)CC2)cc1,16µM*,u,-11%,0%,19%,1.6µM*,x,u,21%
O=C(N/N=C/c1cccs1)c1ccc2ccccc2c1,-14%,-23%,-5%,-2%,22%,30%,-1%,33%,-3%

# 2 records drawn at random from the list so far:
SMILES,JMJD2A Tudor,BAZ2B inh,PGK inhibitor,Pin1 inhibitor,Pol iota inh,G9a block,BLM helicase inh,HP1b chromo inh,GLS inhibitor
Cc1cc(C)nc(NC(=O)NS(=O)(=O)Nc2ccc(Br)cn2)n1,-22%,-26%,10%,u,10%,u,1%,25%,7%
CCN(CC)c1ccc(NC(=O)COC(=O)C2CCN(c3ccc(C(F)(F)F)cn3)CC2)cc1,16µM*,u,-11%,0%,19%,1.6µM*,x,u,21%

# Next records.
SMILES,JMJD2A Tudor,BAZ2B inh,PGK inhibitor,Pin1 inhibitor,Pol iota inh,G9a block,BLM helicase inh,HP1b chromo inh,GLS inhibitor
CC1(c2nnc(-c3cccc(Cl)c3)o2)CC(c2ccc(C#N)cc2)=NO1 (configuration not stated),7%,x,-2%,-1%,10%,x,x,73%[activator],-5%
O=C(Nc1cccc2ncccc12)c1ccco1,-17%,3%,-7%,-12%,32%[activator],-8%,1%,-8%,-1%
CCN1CCC(=NNC(=O)CC23CC4CC(CC(C4)C2)C3)CC1,1%,-5%,-4%,-19%,3%,-3%[59 µM],4%,42%[activator],-10%
CCOC(=O)c1ccccc1NC(=O)c1nn(-c2ccc(OC)c(Cl)c2)c(=O)c2c1c1ccccc1n2C,0%,x,-8%,2%,40%[activator],-24%[59 µM],0%,44%[activator],-3%
COc1cc(OC)c(-c2nn3c(C4CCCCC4)nnc3s2)cc1OC,-29%,-23%,i,9%,-18%,8%[12.7 µM],-1%,14%,-2%
COc1ccc(N(C)S(=O)(=O)c2cccc(C(=O)OC(C)C(=O)NC3CCCCC3C)c2)cc1 (configuration not stated),-19%,-4%,-6%,2%,13%,14%[59 µM],x,11%,4%
O=C(O)c1[nH]c2ccccc2c1C(c1cc(Br)ccc1O)c1c(C(=O)O)[nH]c2ccccc12,-32%,u,-26%,x,u,x,7%,9%,27%
CCN(CC)c1ccc(S(=O)(=O)N2CCOCC2)cc1NC(=O)COC(=O)/C=C/c1ccc(O)c(OC)c1,-19%,x,2%,6%,3%,x,x,33%,15%
COc1ccccc1OC(C)C(=O)Nc1ccc2c(c1)OCCO2 (configuration not stated),-18%,-4%,-5%,-1%,54%[activator],32µM*,-3%,-14%,u
O=Cc1ccc(N2CCCC2)c([N+](=O)[O-])c1,-12%,x,-8%,-1%,44%[activator],u,0%,9%,1%
CC(C)[C@H](NS(=O)(=O)c1ccc(Cl)cc1)C(=O)OCC(=O)c1c(N)n(C)c(=O)n(C)c1=O,-6%,9%,-6%,-8%,18%,10%[59 µM],x,34%,-9%
COc1ccc(OC)c(NC(=O)CN2C(=O)C3(OCCCO3)c3ccccc32)c1,-13%,-2%,-2%,-7%,2%,-2%[59 µM],-2%,26%,-1%

# From PubChem BioAssay
